Screening data (PubChem BioAssay)
hiPSC survival – enhancers of single-cell hiPSC survival, primary screen, ATPlite luminescence. AID 602274, 2012. 100% = ROCK inhibitor wells, 0% = DMSO. hit rate 0.044% among 360,000. survival enhancement, % at 20 µM; in the data active means survival enhancement above about 18%;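 further: cells exposed to compounds for 16 hours before the ATP read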
NR2E3 ag-1 – NR2E3 agonists in two-hybrid cells, primary screen, cell-based, luminescence, CHO-S, Gal4-NCOR/VP16-NR2E3. inhibition of corepressor binding, % at 3.98 µM. Photoreceptor-specific nuclear receptor (Homo sapiens), Q9Y5X4. AID 602229, 2012. luciferase. hit rate 0.35% among 360,000;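 active means inhibition above the mean of all tested compounds plus 3 SD, cut at about 70% in these data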;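 further: 0% = DMSO with NR2E3 transfected cells and 100% = cells lacking NR2E3 construct; higher means lower luciferase signal from less NR2E3 corepressor binding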
Shn3 inh set2 – reduction of Shn3 3'UTR firefly luciferase signal, primary screen, Schnurri-3 inhibitor project, cell-based, Clone20 osteoblasts, set 2; inhibition, % at 12.5 µM; hit rate 0.52% among 360,000; Clone20 osteoblast Shn3 3'UTR firefly luciferase, 24 h;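 active means mean inhibition of at least 75% with every replicate also reaching 75%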;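 further: 0% = median of neutral control wells and 100% = pilot-screen positive control compound; some compounds past the cut are filed as inactive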
Peg3 promoter – Peg3 promoter-driven luciferase inhibitors, primary screen, cell-based, HeLa, luciferase luminescence; HeLa PEG-Prom luciferase reporter, overnight; inhibition, % at 20 µM; hit rate 1.7% among 360,000;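 active means inhibition of at least 50% at 20 µM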
HIF-2a inh – HIF-2a reporter inhibitors, primary screen, luminescence, 786-0 RCC cells; hit rate 0.72% among 360,000; AID 624352, 2012; inhibition, % at 18.8 µM; 786-0 RCC cells HIF-2a reporter, luciferase luminescence, overnight;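 active means inhibition of the luminescence signal of 40% or more relative to plate controls, in a single-dose primary screen at 18.75 µM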
TRPM1 prom inh – inhibitors of MITF-dependent TRPM1 promoter reporter, primary screen, cell-based, SK-MEL-5, single point, luciferase; SK-MEL-5 TRPM1 promoter luciferase, 24 h; hit rate 0.83% among 330,000; inhibition, % at 12.5 µM; AID 488899, 2010;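 active means mean inhibition across replicates of 60% or more, whatever share of single replicates reaches that level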; further: values of inactives mirror those of a sister screen read the other way
m5-HT2A agonist – mouse Htr2a agonists via beta-arrestin recruitment, primary screen, cell-based, luminescence; 5-hydroxytryptamine receptor 2A (Mus musculus), P35363; CHO-K1 mHTR2A beta-arrestin complementation; percent of 30 µM serotonin response; activation, % at 7.6 µM; hit rate 0.66% among 360,000; AID 624169, 2012;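 active means activation above a run cutoff, the mean activation of all tested compounds plus 3 SD, cut at about 14% in these data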;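 further: 0% = plate median of compound wells and 100% = 30 µM serotonin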
Target sequence (P35363 whole entry, looked up): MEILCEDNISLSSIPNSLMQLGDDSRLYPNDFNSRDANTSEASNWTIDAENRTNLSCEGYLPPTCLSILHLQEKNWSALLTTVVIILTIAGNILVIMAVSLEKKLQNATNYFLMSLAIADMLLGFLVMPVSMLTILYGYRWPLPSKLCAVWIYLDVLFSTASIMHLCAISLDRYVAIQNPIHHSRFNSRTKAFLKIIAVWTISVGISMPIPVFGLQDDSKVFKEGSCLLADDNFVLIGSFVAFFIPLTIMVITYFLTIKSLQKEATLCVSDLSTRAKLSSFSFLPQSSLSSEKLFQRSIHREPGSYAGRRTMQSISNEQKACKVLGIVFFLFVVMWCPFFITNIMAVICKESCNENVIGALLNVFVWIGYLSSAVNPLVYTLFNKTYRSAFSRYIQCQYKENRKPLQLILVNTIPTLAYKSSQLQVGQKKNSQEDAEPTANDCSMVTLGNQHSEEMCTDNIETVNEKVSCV
H9c2 protect – cardioprotection against H2O2-induced cell death, primary screen, uHTS, H9c2 cells, ATPLite luminescence; H9c2 cardiomyocytes, H2O2 injury protection, 2 h; protection from H2O2 cell death, % at 20 µM; hit rate 0.63% among 360,000;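 active means compounds giving at least 50% protection of heart cells from peroxide-induced death in the single-dose screen, raw or plate-pattern-corrected value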;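 further: 0% = DMSO wells with peroxide and 100% = DMSO wells without peroxide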
NR2E3 ag-2 – inhibitors of NR2E3-RetCOR corepressor binding, primary screen, NR2E3 agonist project, biochemical, TR-FRET, GST-NR2E3, biotin-RetCOR; Photoreceptor-specific nuclear receptor (Homo sapiens), Q9Y5X4; 1536-well; inhibition of corepressor binding, % at 4.78 µM; hit rate 0.12% among 320,000; AID 2300, 2010;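 active means percent inhibition above the cutoff of mean plus 3 SD of all tested compounds, set per screening campaign, cut at about 20% in these data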;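 further: 0% = DMSO wells and 100% = biotin wells as full block of FRET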
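System: GST-tagged NR2E3 plus biotinylated RetCOR corepressor; Amount: 1.35 nM GST-tagged NR2E3 final; Dosing: single nominal compound dose of 4.8 µM; Schedule: 5 h incubation at 4 °C; Technique: TR-FRET with europium anti-GST and streptavidin-D2, 340 nm excitation; Controls: biotin wells as high control, 0.6% DMSO wells as low control.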
CaV13 FRET inh – Primary screen for inhibitors of IQ motif and Ca2+-dependent inactivation inhibitor domain binding in CACNA1D, Förster resonance energy transfer in living cells, …. HEK cells, CFP/YFP FRET ICDI-IQ, plate reader, 10 min; percent FRET-ratio fall versus neutral wells. inhibition, % at 12.3 µM. hit rate 0.098% among 340,000;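 active means mean replicate inhibition of at least 30% and at least 1% of replicates passing that level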;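 further: 0% = median of the neutral control wells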
PDI turbidity – inhibitors of human PDI, primary screen, biochemical, turbidity, single point, plate reader; hit rate 0.052% among 350,000; inhibition, % at 10 µM; PDI insulin aggregation turbidity, A650, 90 min; AID 588391, 2011;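 active means mean inhibition across replicates of 30% or more, whatever share of single replicates reach that level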;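 further: absorbance from insulin aggregation driven by PDI reduction with DTT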
Target sequence (P07237 whole entry, looked up): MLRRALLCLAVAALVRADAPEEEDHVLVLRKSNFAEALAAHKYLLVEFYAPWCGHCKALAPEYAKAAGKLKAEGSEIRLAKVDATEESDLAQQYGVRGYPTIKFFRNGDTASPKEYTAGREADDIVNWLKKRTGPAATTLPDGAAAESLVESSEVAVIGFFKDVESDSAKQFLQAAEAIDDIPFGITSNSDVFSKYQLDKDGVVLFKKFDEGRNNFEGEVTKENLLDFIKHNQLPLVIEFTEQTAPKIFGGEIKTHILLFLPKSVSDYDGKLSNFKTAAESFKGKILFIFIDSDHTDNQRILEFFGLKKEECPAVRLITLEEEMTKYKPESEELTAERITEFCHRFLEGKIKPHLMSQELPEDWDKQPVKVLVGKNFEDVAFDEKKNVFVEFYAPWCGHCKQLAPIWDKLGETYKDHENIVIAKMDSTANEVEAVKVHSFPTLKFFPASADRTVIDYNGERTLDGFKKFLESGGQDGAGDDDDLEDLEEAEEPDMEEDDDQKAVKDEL
Numbers without * were called inactive; . = not tested or not shown.

compound	H9c2 protect	m5-HT2A agonist	NR2E3 ag-2	PDI turbidity	hiPSC survival	NR2E3 ag-1	Shn3 inh set2	Peg3 promoter	TRPM1 prom inh	HIF-2a inh	CaV13 FRET inh
CN1CCS/C1=C\C=C1/SC(=S)N(CC(=O)O)C1=O	-7	-5	.	20	-1.2	-7	14	13	-2	27	-23
COc1ccc(OC)c(CN2CCN(C(=O)c3cc4ccccc4cc3O)CC2)c1	0	-11	0	0	0.7	-19	17	12	10	6	-6
Oc1ccc(/C=N/n2c(COc3ccccc3)n[nH]c2=S)cc1O	13	7	1	0	1.4	-12	-30	7	-13	-194	-2
COCC1CCN(C(=O)c2cc(COc3cccc4cnccc34)on2)CC1	-15	-1	-2	-11	0.1	90*	66	1	-8	17	-3
CC(C)CCNc1nc(N)c([N+](=O)[O-])c(N2CCCCCC2)n1	-18	13	-1	-6	0.8	30	87*	20	13	6	-2
CCOC(=O)N1CCN(C(=O)CNC(=O)c2ccccc2F)CC1	3	0	.	10	-3.1	-18	-30	-64	-19	-77	-5
CSc1nc(N)nc2c1ncn2CC(=O)NCC(c1ccccc1)c1ccccc1	-10	0	.	-3	-1.0	-3	24	7	10	7	-5
CCCCS(=O)(=O)N1CCCC(C(=O)Oc2ccc(Cl)cc2)C1 (stereo unspecified)	0	8	3	-5	0.0	16	13	2	-1	15	-3
COc1cccc(NC(=O)CN2CCN(c3ccc(F)cc3)CC2)c1	-15	-1	-2	6	-3.6	3	-8	5	-6	13	-1
COc1ccc(C2CC(=O)C=C(NNS(=O)(=O)c3ccc(C)cc3)C2)cc1 (stereo unspecified)	20	2	1	-1	0.3	10	-8	-8	-5	2	-6
O=C(O)CCC(=O)N1N=C(c2c(-c3ccccc3)c3cc(Cl)ccc3[nH]c2=O)CC1c1ccccc1 (stereo unspecified)	-2	1	2	9	0.3	-22	-3	13	13	11	-5
CCCn1c(SCC(=O)N2CCc3ccccc3C2)nc2c1c(=O)n(C)c(=O)n2C	7	-2	2	-3	-0.5	-4	3	12	-10	16	-6

As entered above.
In m5-HT2A agonist, CCCn1c(SCC(=O)N2CCc3ccccc3C2)nc2c1c(=O)n(C)c(=O)n2C is entered as -2
In H9c2 protect, COCC1CCN(C(=O)c2cc(COc3cccc4cnccc34)on2)CC1 is entered as -15

Next results follow:
compound	H9c2 protect	m5-HT2A agonist	NR2E3 ag-2	PDI turbidity	hiPSC survival	NR2E3 ag-1	Shn3 inh set2	Peg3 promoter	TRPM1 prom inh	HIF-2a inh	CaV13 FRET inh
COc1ccc(C(c2nnnn2C2CCCC2)N2CCC(C(N)=O)CC2)c(OC)c1 (stereo unspecified)	4	6	.	-10	-2.5	6	5	12	-5	15	.
COc1cc(C)ccc1OCCOc1c(Cl)cc(Cl)cc1Cl	-7	-5	2	-6	1.9	-10	4	-24	-13	-50	-3
CCC(C)NC(=O)[C@H]1N2C(=O)c3c(ccc(OC)c3OC)C2SC1(C)C (stereo partly specified)	4	-7	1	1	1.1	13	-5	-1	-10	2	-4
COc1ccc(NC(=O)c2ccccc2OCc2c(C)noc2C)cc1OC	10	0	0	-9	-0.5	-21	-21	-4	-11	0	-10
CN(CC(=O)NC(=O)NCc1ccccc1)Cc1ccc(Cl)cc1	2	0	-2	-4	-0.8	-8	-12	14	-12	22	-3
COc1ccc(NC(=O)c2cc(-c3cccs3)on2)cc1	0	-1	-1	-3	-0.3	-14	-140	-304	-115	-270	-3
OCc1csc(=Nc2ccccc2)n1-c1ccccc1	2	0	-2	-2	-4.3	-21	3	-4	-2	-24	-4
Nc1c(NCCN2CCCCC2)c2ccccc2oc1=O	9	9	0	1	-0.7	-15	-14	8	12	14	3
COc1ccc(CCNc2ncnc3c2nnn3Cc2ccccc2)cc1OC	10	7	1	-3	-0.2	-1	15	20	5	16	-4
COc1ccccc1C(=O)NCCC(=O)NCCOc1ccccc1	-5	-4	0	0	-0.3	0	-24	-4	-7	7	-8
Cc1[nH]c2ccccc2c1C(O)c1ccncc1 (stereo unspecified)	2	-4	4	-6	2.6	-34	-5	12	13	17	-4
CCOC(=O)c1sc(NC(=O)CN2CCN(c3ccc(OC)cc3)CC2)nc1C	4	-2	.	16	0.0	-1	-12	15	5	18	-5

compound	H9c2 protect	m5-HT2A agonist	NR2E3 ag-2	PDI turbidity	hiPSC survival	NR2E3 ag-1	Shn3 inh set2	Peg3 promoter	TRPM1 prom inh	HIF-2a inh	CaV13 FRET inh
O=C(O)c1ccc(NS(=O)(=O)c2cc(Cl)ccc2Cl)cc1O	-6	-2	-1	4	4.3	10	8	0	-3	9	.
Cc1ccccc1N1C(=O)C2C3C=CC(CC3)C2C1=O (stereo unspecified)	4	2	-2	0	0.3	-19	10	12	-2	22	-21
O=C(CCC(=O)Nc1ccc(F)cc1)N/N=C/c1cc([N+](=O)[O-])ccc1O	49	-3	0	-4	0.1	-21	-2	9	-6	7	-2
COc1cc(SC)ccc1C(=O)Nc1c(Cl)cncc1Cl	-6	0	1	5	0.0	-5	-3	-7	11	-12	-7
Cn1nnnc1SCC(=O)N1CCN(c2ccccc2)CC1	2	-4	7	1	0.0	-2	3	16	7	-5	-5
Cc1cc(Br)c2c(c1)C1(OCCO1)C(=O)N2	10	-4	0	11	-0.2	-19	-24	9	8	8	-14
O=[N+]([O-])c1ccccc1S(=O)(=O)N1CCCCC1	-4	0	1	-4	-1.3	9	5	3	4	12	-3
Cc1ccc(SCC(=O)Nc2cccc(C(=O)NC(C)(C)C)c2)cc1	-8	-1	1	5	-4.3	-5	5	-18	0	-44	.
COc1ccc(CNC(=O)CCSc2nc(-c3ccc4c(c3)OCO4)cc(C(F)(F)F)n2)cc1	-2	6	2	19	-0.1	-19	-23	18	3	11	-5
Cc1c(C(=O)N2C[C@@H](C)O[C@@H](C)C2)oc2c(F)cccc12	2	-4	-2	1	-0.1	-64	-106	-286	-68	-204	-4
Cc1cccc(Cc2nnc(CCC(=O)NCc3cnc4ccccn34)o2)c1	4	-4	-2	-16	0.1	-25	14	2	12	5	3
CC(=O)Nc1ccccc1C(=O)C(=O)Nc1cccc(F)c1	-2	1	-1	-2	1.2	-45	-13	-49	-8	-190	-4

compound	H9c2 protect	m5-HT2A agonist	NR2E3 ag-2	PDI turbidity	hiPSC survival	NR2E3 ag-1	Shn3 inh set2	Peg3 promoter	TRPM1 prom inh	HIF-2a inh	CaV13 FRET inh
O=C(NCCSCc1ccccc1)c1ccc(C2SCC(=O)N2Cc2ccccc2)cc1 (stereo unspecified)	-1	-5	-1	-3	-2.1	-5	24	22	13	-5	-3
COCc1cc(C)nc(SCC(=O)Nc2ccc3c(c2)OCCO3)c1C#N	1	-3	2	8	0.0	8	-15	-129	-48	-129	-2
O=C(NCCN1CCOCC1)c1cc2sccc2n1Cc1ccc(Cl)cc1	16	-5	-2	-2	-1.0	-8	-46	15	14	-2	-4
CCCSC1C(C)=C(C)C(=O)N1Cc1ccccc1 (stereo unspecified)	6	2	-5	4	-0.6	-10	1	-1	0	15	-2
S=C(Nc1ccccc1)N1CCN(c2ccccc2)CC1	-4	-8	.	15	-1.2	-12	35	-10	23	-27	-3
Cc1ccc(NC(=O)CN(c2ccccc2)S(=O)(=O)N(C)C)cc1	-7	-2	-2	1	-0.2	-3	-1	-7	-11	10	-3
O=C(NCCCN1CCN(c2ccccc2F)CC1)C1CC(=O)N(C2CCCC2)C1 (stereo unspecified)	-4	17*	0	2	2.9	4	7	10	-3	11	-7
CC(Oc1ccc(Cl)cc1Cl)C(=O)Nc1ccc(O)cc1 (stereo unspecified)	-6	0	4	-3	0.7	-10	-7	-5	-1	7	0
Cc1n[nH]c(=O)c2c(NC(=O)CSc3ncccn3)oc(C)c12	11	2	-1	-2	-0.5	12	-8	0	-4	6	-6
C=CCOC(=O)C1=C[C@H](C2CC2)[C@@H](CCCO)[C@H](OCC)O1	3	-1	3	19	-0.4	-25	-16	5	3	-3	-11
C=C[C@H]1C(C(=O)OCC)=CC[C@@H](c2ccccc2)N1S(=O)(=O)c1ccc(C)cc1	-5	-6	.	.	0.3	9	0	29	.	24	-8
Cc1ccc(-c2c(C)n([O-])c3c([n+]2=O)CCC3)o1	2	14	0	-3	6.5	-36	-2	5	11	8	-5

compound	H9c2 protect	m5-HT2A agonist	NR2E3 ag-2	PDI turbidity	hiPSC survival	NR2E3 ag-1	Shn3 inh set2	Peg3 promoter	TRPM1 prom inh	HIF-2a inh	CaV13 FRET inh
N#Cc1ccccc1OCC(=O)OCC(=O)c1ccc2c(c1)NC(=O)CO2	3	0	3	-4	0.9	-12	4	23	15	6	-5
O=[N+]([O-])c1ccccc1/C=C/CN1CCCC(CO)C1 (stereo unspecified)	4	-4	2	4	-0.4	19	4	-2	3	6	-3
CCCCN(CCCC)CCCN1CC(=O)N2[C@@H](Cc3c([nH]c4ccccc34)C2(C)C)C1=O	15	-2	-1	8	-0.5	7	25	-2	-1	-3	-20
Cc1ccc(-c2cc(C(=O)N/N=C/c3ccccc3O)n[nH]2)o1	44	1	-1	19	-0.4	-46	51	-50	3	-141	-7
CC1Cc2nc(SCC(=O)N3CCOCC3)n(C)c(=O)c2S1 (stereo unspecified)	1	9	0	0	0.1	-32	-10	6	6	14	-5
Cc1ccc(S(=O)(=O)N2CCCCC2)cc1NC(=O)c1c(-c2ccccc2)noc1C	-14	0	-1	-9	-0.3	-42	11	13	3	3	-5
CCN(CC)S(=O)(=O)c1ccc(Cl)c(NC(=O)COC(=O)/C=C/c2cc(OC)c(OC)c(OC)c2)c1	8	1	0	-6	-0.7	10	18	2	-5	4	-8
CCN1C(=NCC(C)C)N[C@@H](c2cccc(F)c2)C(C(=O)OC)=C1C	6	-6	2	0	2.9	-35	18	-7	-6	4	-4
COc1ccc(/C=N/NC(=O)CCn2c3ccccc3c3ccccc32)cc1O	31	-2	-3	-1	-0.4	-35	1	7	3	-57	-8
COc1ccc(N2C(=O)CC(Cc3ccc(Br)cc3)C2=O)cc1 (stereo unspecified)	-11	0	0	5	0.3	16	11	3	3	8	3
CCN1C(=O)[C@H]2[C@@H](c3ccc(-c4ccc(F)cc4)cc3)N[C@@](Cc3ccccc3)(C(=O)OC)[C@H]2C1=O	12	-7	2	-1	-1.0	14	33	19	4	12	-5
CCCn1c(=S)[nH]c2cc(C(=O)NCC3CCCO3)ccc2c1=O (stereo unspecified)	-6	1	4	-9	-1.3	18	7	23	-4	-8	-7
Cn1nc(N)nc1N1CCN(c2ccc(F)cc2)CC1	2	-4	6	9	1.1	-13	8	-1	-8	-5	-5
